Compound activity (PubChem BioAssay)
DRD3 agonist = agonists of human D3 dopamine receptor; P35462; D3R DiscoveRx beta-arrestin cells, luminescence, 90 min; max activation, %; actives 0.58% (n = 410,000); AID 652048; in the data active = max activation above about 30%; also: 0% is about no effect; mostly tested at two doses, the higher about 12 µM
Target sequence (P35462 whole entry, looked up): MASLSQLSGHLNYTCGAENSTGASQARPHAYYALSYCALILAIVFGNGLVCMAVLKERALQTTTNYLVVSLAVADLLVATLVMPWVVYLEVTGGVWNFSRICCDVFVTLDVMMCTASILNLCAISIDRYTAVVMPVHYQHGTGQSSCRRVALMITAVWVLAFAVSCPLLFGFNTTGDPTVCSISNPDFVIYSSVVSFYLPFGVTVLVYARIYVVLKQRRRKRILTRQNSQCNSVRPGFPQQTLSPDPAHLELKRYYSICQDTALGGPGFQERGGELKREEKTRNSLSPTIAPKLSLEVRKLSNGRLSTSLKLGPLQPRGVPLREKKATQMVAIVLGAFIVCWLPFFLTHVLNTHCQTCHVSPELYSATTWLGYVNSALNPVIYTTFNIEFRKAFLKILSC
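Agonist mode: compounds and dopamine controls were applied to plated cells for 90 min at 37 degrees C after an overnight attachment at 1500 cells/well. Luminescent read-out followed 30 - 60 minutes at room temperature with DiscoveRx detection reagent.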
IL-2 act = IL-2 activation | IL-2 activation reporter assay, cell-based qHTS; stimulated with anti-CD3/CD4/CD28 beads; in transgenic mouse T cells | activation, % (series mostly up to about 46 µM) | actives 0.065% (n = 360,000); in the data active = activation above about 50%; inconclusive = mostly about 30% to 49%; also: 0% is about no effect
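First, unstimulated transgenic mouse T cells were exposed to compound for 60 min. Next, anti-CD3/anti-CD4-coated beads with anti-CD28 were added. Finally, after 18 h at 37 degrees C, EGFP and DsRed were imaged.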
WRN helicase inh = WRN helicase (human) inhibition. Q14191. WRN helicase unwinding, fluorescent forked duplex, kinetic. Potency, µM (highest dose often 114 µM), for inactives: at the top dose activity change, negative = inhibition, actives largely listed as inhibitors. actives 0.46% (n = 360,000). AID 651768; also: potency is read from the fitted curve at half-maximal effect; % is scaled to controls: 0 for no effect and ±100 for the full control effect; nearly all actives have a fitted effect of over 55% in size
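Enzyme (20 nM final) and test compound sit together 15 min at room temperature before substrate addition. Substrate is a single-forked duplex oligonucleotide (100 nM) labelled with fluorophore and quencher, with 2 mM ATP; helicase unwinding raises red fluorescence, read kinetically.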
D3 antag = blocks the human D3 dopamine receptor; AID 652054; actives 2.5% (n = 360,000); max response, negative = inhibition, %; D3R cells, DiscoveRx beta-arrestin luminescence, antagonist mode; stronger effect = lower value; P35462; in the data active = max response below about -50%; inconclusive = no clear call, values can overlap the other calls; also: % is scaled to controls: 0 for no effect and ±100 for the full control effect; mostly tested at two doses, the higher about 12 µM
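Cells plated overnight at 1500 cells/well, then exposed to library compounds with dopamine controls for 90 minutes at 37 degrees C. DiscoveRx reagent added for 30–60 minutes at room temperature; luminescence read, quantitative HTS format.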
PI5P4K alpha inh = PI5P4K alpha (human) kinase inhibition | AID 652105 | actives 1.2% (n = 330,000) | max response, % | PI5P4Kalpha enzyme, ADP-Glo luminescence, 60 min; stronger effect = lower value; active = max response of -50% or lower; inconclusive = between -30% and -50%; inactive = -30% or higher; also: value at the top dose of about 77 µM; % is scaled to controls: 0 for no effect and ±100 for the full control effect
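Luminescence from ADP-Glo served as readout of PI5P4Kalpha activity in a qHTS format. Reaction: enzyme, substrate, compound, ATP at 5 microM final, 60 min at RT.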
GLP1R inv ag = inverse agonists of human GLP-1 receptor. Potency, µM (series often up to 38.3 µM), for inactives: at the highest dose activity change, negative = inhibition, actives largely listed as inhibitors. AID 624417. actives 1.6% (n = 410,000). HEK293 GLP-1R CRE-luciferase, luminescence, 24 h; GLP-1R form is constitutively active; also: potency is read from the fitted curve at half-maximal effect; % is scaled to controls: 0 for no effect and ±100 for the full control effect; nearly all actives have a fitted effect of over 55% in size
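Assay principle: reduced luminescence from a cAMP-responsive reporter in HEK293 cells co-expressing a constitutively active GLP-1R. Conditions: 24 hr compound incubation, 37 deg C, 5% CO2.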
GLP1R cytotox = cytotoxic in the GLP-1 receptor inverse agonist counter-screen; actives 0.13% (n = 410,000); Potency, µM (doses to about 38.3 µM), for the others: at the top dose activity change, negative = inhibition, actives largely listed as inhibitors; HEK293 cAMP-luciferase reporter cells, luminescence, 24 h; AID 624418;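 also: loss of luciferase light is scored as toxicity; potency is read from the fitted curve at half-maximal effect; % is scaled to controls: 0 for no effect and ±100 for the full control effect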
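Compound-treated cells are incubated 24 hr at 37 deg C under 5% CO2 after a 12 hour attachment period, then luciferase detection reagent is added and luminescence is measured following 12 min at room temperature; lowered signal indicates toxicity.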
PLK1 PBD inh = inhibitors of human PLK1 polo-box domain binding; Plk1 PBD binding of FITC phosphopeptide, fluorescence polarization; P53350; actives 2.8% (n = 360,000); AID 720504; Potency, µM, without a hit: max response, negative = inhibition, hits mostly inhibitors; also: potency is read from the fitted curve at half-maximal effect; series mostly up to about 57 µM; % is scaled to controls: 0 for no effect and ±100 for the full control effect; nearly all actives have a fitted effect of over 65% in size
Target sequence (P53350 whole entry, looked up, the tested form may be a part): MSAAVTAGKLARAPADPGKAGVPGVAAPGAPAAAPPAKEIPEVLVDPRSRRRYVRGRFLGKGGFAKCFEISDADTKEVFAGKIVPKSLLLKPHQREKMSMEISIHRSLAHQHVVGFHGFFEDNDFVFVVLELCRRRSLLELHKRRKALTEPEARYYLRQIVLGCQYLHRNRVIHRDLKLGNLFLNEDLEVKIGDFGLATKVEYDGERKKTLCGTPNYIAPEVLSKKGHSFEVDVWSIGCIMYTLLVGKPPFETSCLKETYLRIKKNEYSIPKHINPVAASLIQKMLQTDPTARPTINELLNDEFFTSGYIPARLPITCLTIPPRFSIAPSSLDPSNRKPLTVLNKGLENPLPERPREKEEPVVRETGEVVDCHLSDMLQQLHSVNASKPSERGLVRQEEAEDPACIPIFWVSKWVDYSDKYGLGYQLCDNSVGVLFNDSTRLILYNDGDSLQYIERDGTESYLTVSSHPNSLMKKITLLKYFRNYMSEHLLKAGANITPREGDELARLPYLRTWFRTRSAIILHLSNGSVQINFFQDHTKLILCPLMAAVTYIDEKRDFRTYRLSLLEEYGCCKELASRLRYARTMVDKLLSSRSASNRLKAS
GLP1R ag = agonists of human GLP-1 receptor; actives 0.007% (n = 380,000); HEK293 GLP-1R CRE-luciferase, luminescence, 4-6 h; cells express a hypersensitive GLP-1R form; Potency, µM (top dose mostly 45.6 µM), for inactives: top-dose activation, most hits filed as activators; also: potency is read from the fitted curve at half-maximal effect; % of control where 0% means no effect
* hit, by the source's call; ? = inconclusive; / = no result given; & = joins results of further samples; [ ] = remark or other dose. Unless noted, calls follow the shape of the dose curve; as a rule, active = well fitted curve in the direction sought with a large enough effect; inconclusive = small, poorly fitted or top-dose-only effect, or another doubt; inactive = no such curve, though single readings can be large; an effect the other way counts as inactive or inconclusive.

SMILES	DRD3 agonist	IL-2 act	WRN helicase inh	D3 antag	PI5P4K alpha inh	GLP1R inv ag	GLP1R cytotox	PLK1 PBD inh	GLP1R ag
COc1ccccc1C(=O)NCCC(=O)NCC(c1ccco1)N1CCCC1 (stereo unspecified)	-8	0.2	12%	-21	-6	19%	-11%	-1%	-17%
Cc1ccc(S(=O)(=O)N2CCC(=O)N([C@H](COCc3ccc(Cl)cc3Cl)Cc3ccccc3)CC2)cc1	-5	-0.9	1%	?	6	?	0%	-19%	15%
Nc1cccc(S(=O)(=O)NC2=NCCC2)c1	-3	-1.6	1%	2	-1	13%	3%	-4%	-10%
COc1ccc(C2CC(c3ccccc3)=NN2c2ccc(/C=N/NC(=O)c3ccncc3)cc2)cc1 (stereo unspecified)	-4	-1.8	-4%	-29	1	?	259%[activator]	-9%	3%
CCC1CCCCN1CCCNC(=O)c1cn(CC)c2ccc(S(=O)(=O)N3CCc4ccccc4C3)cc2c1=O (stereo unspecified)	-5	-3.1	-1%	-17	-9	?	-7%	-21%	11%
CN1CCN(c2ccccc2NC(=O)c2ccc(OCc3ccccc3)cc2)CC1	-9	-0.5	-11%	0	16	11µM*	?	-6%	13%
O=C(c1ccccc1)c1ccc(OCCCN2CCCCC2)cc1	-2	-2.2	-3%	-83*	-5	?	-6%	-10%	6%
CC(=O)Nc1cccc(NC(=O)Nc2cccc(Cl)c2C)c1	1	-0.7	-6%	8	-2	-39%	-7%	-2%	10%
Cc1ccc(OCC(=O)NNC(=O)Cn2nnc(-c3ccccc3)n2)cc1	1	-0.4	-1%[57.1 µM]	5	2	6%	-2%	-10%	7%
CCCOc1ccc(N2C(=O)CC(NCC(=O)OCC)C2=O)cc1 (stereo unspecified)	-5	0.1	0%	?	-1	10%	3%	-20%	6%
CCOC(=O)/C=C/C(=O)Nc1ccccc1-c1ccccc1NC(=O)/C=C/C(=O)OCC	-5	-3.7	-2%	-62*	-6	?	-29%	?	-17%
Cc1cccc(CSc2cn(CC(=O)N3CCOCC3)c3ccccc23)c1	3&5	-0.4	1%	-12	-1	?	-16%&-19%	-13%	0%
COc1nc(C)ccc1-c1noc(-c2cccs2)n1	13	-1.2	-8%	-14	-2	1%	14%	-1%	15%
O=C(COc1ccc(C(=O)c2ccc(F)cc2)cc1)Nc1cccc(S(=O)(=O)N2CCOCC2)c1	-4	-7.2	-12%	0	-11	?	-9%	5%	12%
Oc1cc(-n2cccn2)c(O)cc1-n1cccn1	0	0.5	8%[11.6 µM]	13	-4	6%	0%	?	-8%
CCN(CC)c1ccc(NC(=O)c2ccc(Br)o2)c(C)c1	2	-1.5	2%	-73*	/	0%	-3%	-1%	-1%
COc1ccc(NC(=O)c2cccc3cccnc23)cc1S(N)(=O)=O	4	0.6	-11%	14	-3	37%[activator]	-15%	-1%	24%
O=C(CSc1nnc(NC(=O)c2ccco2)s1)Nc1ccccc1F	-3	1.1	-8%	9	-25	12%	8%	-11%	-3%
CS(=O)(=O)N1CCN(C(=O)c2cc(-c3cccs3)nc3ccccc23)CC1	1	-0.3	-29%	-21	2	8%	-4%	-14%	10%
COc1ccc(CCC(=O)N(c2nnc(-c3cccnc3)s2)C(C)C)cc1	5	-4.1	-7%	2	2	0%	1%	-10%	5%
Cc1ccc(-c2nn(CC(=O)N(C)C)c(=O)c3ccccc23)cc1S(=O)(=O)N(C)C	-13	-1.4	3%	3	/	11%	0%	-2%	-4%
CCc1nnc(NC(=O)CSc2nc3c([nH]c4ccccc43)c(=O)n2-c2ccc(F)cc2)s1	-11	/	/	/	/	2%	2%	/	3%
O=C(c1ccco1)N1CCN(Cc2cc(=O)oc3cc(O)ccc23)CC1	12	-0.1	-16%	2	-27	9%	313%[activator]	-2%	-5%
COc1cccc(CN2C(=NC(=O)C3CCCO3)SC3CS(=O)(=O)CC32)c1 (stereo unspecified)	2	-0.6	2%	5	-6	-2%	-13%	-6%	7%
Cc1ccc(NC(=O)c2cc(=O)[nH]c3ccccc23)cc1	-9	0.5	1%	-15	-3	0%	0%	-10%	6%
NC(=O)c1ccccc1NC(=O)c1cc(S(=O)(=O)N2CCCCC2)ccc1N1CCOCC1	-8	-3.1	-19%	-4	9	18%	7%	-5%	-1%
Cc1nn(S(=O)(=O)c2ccc(Br)cc2)c(C)c1S(=O)(=O)N1CCCCCC1	-6	/	/	/	/	20%	4%	/	-3%
COc1ccccc1N(CC(=O)NCCSc1ccc(Cl)cc1)S(C)(=O)=O	17	2.9	2%	2	-4	?	8%	0%	12%
Cc1ccccc1OCc1ccc(C(=O)N2CC(C)OC(C)C2)o1 (stereo unspecified)	-12	-2.7	-14%	3	6	-36%	5%	-6%	13%
O=c1ccc(Cc2ccc(Cl)cc2)n[nH]1	-2	-3.1	-1%	0	1	3%	-2%	-22%	12%
O=C(CCCn1c(=O)oc2ccccc21)Nc1cccnc1	-13	-0.6	14%	10	-2	0%	9%	-1%	-6%
CCCCNCC1CCCO1 (stereo unspecified)	4	-4.1	3%	6	1	0%	7%	-12%	10%
CC1CCCCN1c1cc(C#N)c(C#N)cc1[N+](=O)[O-] (stereo unspecified)	-10	-0.2	-2%	-28	/	?	-28%	-15%	4%
Cc1ccsc1CN(C(=O)c1ccccc1)C1CCS(=O)(=O)C1 (stereo unspecified)	4	-5.1	-23%	5	-4	5%	-7%	-6%	0%
COC(=O)c1cc[n+](CC(=O)c2ccccc2)cc1	2	0.9	3%	-16	-3	2%	11%	0%	-3%
CCCn1nc(C(=O)OCn2nnc3ccccc3c2=O)c2ccccc2c1=O	9	-0.3	-6%[57.1 µM]	15	4	16%	-10%	1%	0%
CN1CCN(/N=C/c2ccc(Cl)c(Cl)c2)CC1	-5	0.4	-8%	-24	4	?	-12%	0%	-18%
CNC(=O)CSc1nnnn1CCCOC	3	2.5	-5%	21	-2	2%	-6%	-25%	-9%
Cc1cccc(C)c1N(Cc1ccccc1F)S(C)(=O)=O	3	0.6	-34%	-3	-19	?	23%	?	1%
COc1ccc(C(=O)NCc2ccc3c(c2)CCO3)cc1	-9	-0.2	-1%	-4	0	7%	-8%	-5%	-9%

Whole records, looked up by structure.
`COc1ccc(CCC(=O)N(c2nnc(-c3cccnc3)s2)C(C)C)cc1` is entered as DRD3 agonist = 5; IL-2 act = -4.1; WRN helicase inh = -7%; D3 antag = 2; PI5P4K alpha inh = 2; GLP1R inv ag = 0%; GLP1R cytotox = 1%; PLK1 PBD inh = -10%; GLP1R ag = 5%
`COc1ccccc1N(CC(=O)NCCSc1ccc(Cl)cc1)S(C)(=O)=O` is entered as DRD3 agonist = 17; IL-2 act = 2.9; WRN helicase inh = 2%; D3 antag = 2; PI5P4K alpha inh = -4; GLP1R inv ag = ?; GLP1R cytotox = 8%; PLK1 PBD inh = 0%; GLP1R ag = 12%

(further entries)
SMILES	DRD3 agonist	IL-2 act	WRN helicase inh	D3 antag	PI5P4K alpha inh	GLP1R inv ag	GLP1R cytotox	PLK1 PBD inh	GLP1R ag
Cc1ccccc1OCc1nnc(SCC(=O)NCc2ccco2)n1C	3	0.7	-23%	3	-5	-6%	-7%	-6%	0%
COc1ccccc1C=Cc1ccnc2ccccc12	6	-1.1	-22%	-9	10	?	-2%	0%	22%
O=C(NNC(=S)Nc1ccccc1)C1CC1	-5	-1.1	2%	-15	/	0%	-15%	-12%	-4%
Cc1ccccc1-c1nc(CN2CCN(C(=O)c3ccco3)CC2)c(C)o1	-11	-3.7	-1%	0	-3	1%	1%	-19%	-1%
Nc1ccc2c(c1)C(=O)c1ccccc1-2	-7	0.2	-9%	-22	2	9%	-17%	-18%	28%
O=C(Nc1cccc(NC(=O)C2CC3CCCC(C2)C3=O)n1)C1CC2CCCC(C1)C2=O (stereo unspecified)	6	-0.2	-6%	-24	1	-27%	-17%	-5%	31%
O=c1[nH]c2ccc(S(=O)(=O)NCCO)cc2[nH]1	5	-0.7	0%[57.1 µM]	3	4	-12%	-2%	?	0%
CCOC(=O)c1cc(C(=O)c2cc(Br)ccc2O)coc1=N	-6	-0.2	-10%	-15	-8	-27%	9%	-27%	0%
CSCCC(NS(=O)(=O)c1ccc(C)cc1)C(=O)N1CC=C(c2ccccc2)CC1 (stereo unspecified)	-2	-3.6	0%	-1	-1	-3%	-4%	-6%	0%
COc1ccccc1CNC(=O)COC(=O)CSc1ccc(C)c(C)c1	8	1.1	-7%	4	4	-3%	-8%	4%	3%
S=C1NC2(CCCCC2)Cc2ccccc21	-12	-5.9	-2%	?	5	?	?	-14%	12%
Cc1cc(C)n(-c2ncc3c(n2)N(CCO)CCOC3=O)n1	-3	-0.3	-7%	6	-1	8%	1%	-12%	4%
COC(=O)C1=C(C)NC(C)=C(C(=O)OC)C1C(=O)OCc1nc2cc(C(=O)OC)ccc2c(=O)[nH]1	0	-3.7	-4%	-14	-7	3%	15%	-7%	1%
CCOc1ccc(S(=O)(=O)N2CCCC(C(=O)Nc3cccc(C)c3)C2)cc1 (stereo unspecified)	-16	0.8	0%	-8	-6	-9%	23%	-7%	4%
COc1cc(NC(=O)c2cccs2)c(OC)cc1NC(=O)CCC(=O)Nc1ccc(C)cc1	-9	-3.6	-16%	8	4	?	?	-2%	6%
O=C1CCSc2ccc(S(=O)(=O)Nc3ccc(Cl)c(C(F)(F)F)c3)cc2N1	-9	/	/	/	/	-5%	0%	/	0%
Cc1ccc(NC(=O)C(C)OC(=O)Cn2[nH]c(=O)c3ccccc3c2=O)cc1 (stereo unspecified)	0	1.3	-12%	-3	-3	8%	1%	1%	0%
CN(CCc1ccccc1)C(=O)c1cc(COc2ccc(F)cc2Cl)on1	-9	-2.4	-9%	-12	33	?	-7%	-9%	4%
CCCC(=O)N1CCCC(c2cc(C(=O)Nc3ccccc3)no2)C1 (stereo unspecified)	-6	0.0	0%	11	-18	?	0%	1%	-8%
O=c1cc(CN2CCC(Cc3ccccc3)CC2)nc2sccn12	0	-0.3	-1%	1	-13	-12%	-9%	-14%	32%
COC(=O)c1ccc(N2C(=O)CC(N3CCC(O)(c4ccc(Br)cc4)CC3)C2=O)cc1 (stereo unspecified)	4	1.0	-2%	9	-1	6%	-1%	0%	-3%
